# High-throughput results (PubChem BioAssay)
# BAZ2B inh = qHTS Assay for Inhibitors of BAZ2B | Bromodomain adjacent to zinc finger domain protein 2B (Homo sapiens), Q9UIF8 | AlphaScreen BAZ2B-H3K14Ac peptide displacement | Potency, µM (highest dose often 114 µM), for inactives: at the highest dose activity change, negative = inhibition, usual class: inhibitors | actives 4.4% (n = 360,000) | AID 504333, 2011; note: nearly all actives have a fitted effect of over 60% in size
#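 Complex of BAZ2B and biotin-H3K14Ac (50 nM apiece) forms over 30 min at RT, then faces library compounds up to 110 uM for another 30 min; AlphaScreen beads added, 20 min dark incubation, luminescence read.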
# G9a inh = qHTS Assay for Inhibitors of Histone Lysine Methyltransferase G9a | G9a H3K9 monomethylation, AlphaScreen, 2 h | AID 504332, 2011 | Histone-lysine N-methyltransferase EHMT2 (Homo sapiens), Q96KQ7 | actives 8.8% (n = 350,000) | Potency, µM (highest dose often 102 µM), without a hit: top-dose activity, negative = inhibition, actives largely listed as inhibitors; note: nearly all actives have a fitted effect of over 75% in size
#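 Chemiluminescent proximity detection of H3K9 monomethylation, read after 10 min bead incubation in the dark. Reaction: 20 nM G9a, 500 nM biotin-H3K9 peptide, 20 uM SAM cofactor, 2 h, room temperature, following 15 min enzyme-compound preincubation.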
# * = called active by the depositor; u = inconclusive; [ ] = another dose, or the depositor's remark. Calls come from the whole dose curve; as a rule, active = well fitted inhibition curve with a large enough effect; inconclusive = small, poorly fitted or top-dose-only effect; inactive = no such curve, though single readings can be large or run the other way. % is set by controls: 0 for no effect and ±100 for the full control effect; potency is the fitted concentration of half-maximal effect. A portion of the library. The share of hits here may be higher or lower than overall.
SMILES,BAZ2B inh,G9a inh
COc1ccc2nc(NC3=NC(C(=O)Nc4ccc(C)cc4)CC(=O)N3)nc(C)c2c1 (stereo not drawn),-3%,u
CCOC(=O)c1nn(-c2ccc(Cl)cc2Cl)c(=N)c(C#N)c1C,u,u
COc1ccccc1-c1c(C#N)c(SCC(=O)N2CCCC2)nc(C)c1C(N)=O,9%,u
CCc1ccc(Nc2nnc(SCC(=O)c3ccc4c(c3)NC(=O)CO4)s2)cc1,u,16µM*
C#CCOCCOCCOCCNc1nc(N2CCN(C(=O)[C@H]([C@@H](C)CC)n3cc(CCCN=C(N)N)nn3)CC2)nc(N2CCN(C(=O)[C@H]([C@@H](C)CC)n3cc(CCCN=C(N)N)nn3)CC2)n1,u,20µM*
Cn1c2ccccc2c(=O)c2c(=O)n(Cc3ccco3)c(-c3ccc(Cl)cc3Cl)nc21,-15%,-27%
O=C(O)c1ccnc2c(O)cccc12,1.8µM*,43%[activator][12.7 µM]
Cc1c(C(=O)Nc2ccccc2N2CCOCC2)sc2nc3n(c(=O)c12)CCC3,16%,14%
O=c1c2ccccc2[nH]c(=S)n1CCN1CCC(=C(c2ccc(F)cc2)c2ccc(F)cc2)CC1,u,u
COc1cccc(N=c2oc3c(C)ncc(CO)c3cc2C(=O)Nc2ccccc2OC)c1,-4%,-8%
COc1ccc(CN(C)C(C)C(=O)Nc2ccc(S(=O)(=O)N3CCCC3)cc2)c(OC)c1OC (stereo not drawn),-17%,u
CC(=O)N1C=Cc2c(c(C)c3c([nH]c4ccccc43)c2C)C1,-25%,-35%
CCOC(=O)N1CCc2c(sc(NC(=O)c3ccc(Cl)s3)c2C(N)=O)C1,-31%,28µM*
COCCn1c(SCC(=O)Nc2ncc(C)s2)nc2sc3c(c2c1=O)CCC3,u,u
CSc1nc(C)c2c(n1)OC(CN1C(=O)c3ccccc3C1=O)C2 (stereo not drawn),2%,-6%
COc1ccc(-c2nn(C)c(=O)c3ccccc23)cc1CNC(=O)NC1CCCCC1,u,-43%
Cc1cc(N2CCCC2)n2nc(C)c(-c3ccccc3)c2n1,15%,8%[12.7 µM]
CCCCn1c(SCn2nnc3ccccc3c2=O)nc2cc(C(=O)OC)ccc2c1=O,-3%,-8%[59 µM]
Cc1ccc(S(=O)(=O)c2nc(C)oc2NCc2ccccc2)cc1,3%,8.9µM*
COc1cc(CCN2C(=O)N[C@@H](c3cccc(C(F)(F)F)c3)C(C(C)=O)=C2C)cc(OC)c1OC,-16%,u
COc1cccc(Cn2ncc3c4sc(B(O)O)cc4n(C)c3c2=O)c1,-20%,-1%[12.7 µM]
CCCC1Cc2c(sc(NC(=S)NC(=O)c3ccccc3)c2C#N)CO1 (stereo not drawn),0%,u
Cc1[nH]c2ccccc2c1/C=N/Nc1ccc(F)cc1F,45µM*,32µM*
COC(=O)[C@@H](NC(=O)O[C@@H]1C(=O)c2cc(Br)ccc2O[C@H]1c1cccc(OC)c1)C(C)C,-7%,-17%
CCOC(=O)c1sc(Nc2cccc(C)c2C)nc1C,u,17%[59 µM]

# Individual results from above:
# Under BAZ2B inh, `COc1cc(CCN2C(=O)N[C@@H](c3cccc(C(F)(F)F)c3)C(C(C)=O)=C2C)cc(OC)c1OC` has -16%
# Under G9a inh, `CCOC(=O)N1CCc2c(sc(NC(=O)c3ccc(Cl)s3)c2C(N)=O)C1` has 28µM*

# The main list resumes, repeating the 2 entries before the break.
SMILES,BAZ2B inh,G9a inh
COC(=O)[C@@H](NC(=O)O[C@@H]1C(=O)c2cc(Br)ccc2O[C@H]1c1cccc(OC)c1)C(C)C,-7%,-17%
CCOC(=O)c1sc(Nc2cccc(C)c2C)nc1C,u,17%[59 µM]
C[N+](C)(C)C(Cc1c[nH]c2ccccc12)C(=O)[O-] (stereo not drawn),3%,15%[59 µM]
Cc1ccc(N2C(=O)CC(N3CCN(C)CC3)C2=O)cc1 (stereo not drawn),-1%,0%[59 µM]
CCn1cc(C(=O)NCc2ccccn2)c(=O)c2cc(S(=O)(=O)N3CCCCC3)ccc21,3%,0%
Cc1ccc(CN2CCc3c(OCC(=O)Nc4cc(C)ccc4C)cccc3C2=O)cc1,1%,-1%[59 µM]
COC(=O)C1=C(C)N(CCc2cc(OC)c(OC)c(OC)c2)C(=O)N[C@H]1c1cccs1,-2%,-5%
CCCNC(=O)OC[C@H]1O[C@H](CCO/N=C(\C)CCN2CCc3nc(-c4ccccc4)c(-c4ccccc4)cc3C2)C=C[C@@H]1Oc1ccc(OC)cc1,-35%,u
CCOC(=O)c1sc(NC(=O)CCN2CC(C)OC(C)C2)c(C(=O)OCC)c1C (stereo not drawn),-9%,45µM*
CCN(CC)CCNC(=O)c1ccc(NC(=O)c2ccc(Cl)c(S(=O)(=O)Nc3ccccc3OC)c2)cc1,-28%,50µM*
Cc1cc2cc(C)c3nnc(SCC(=O)N4CCc5ccccc54)n3c2cc1C,8%,-11%[0.0925 µM]
COC(=O)C1=C(C)N(Cc2ccccc2)C(=NCC(C)C)N[C@H]1c1ccc(Br)cc1,u,-5%[12.7 µM]
Cn1c(=O)[nH]c(=O)c2c1nc(NC1CCCCC1)n2CC(=O)NC1CCCCC1,2%,14%[12.7 µM]
CSc1nc2sc3c(c2c2nnnn12)CCC3,-6%,17%
CCOCCn1cnc2sc(C(=O)Nc3nc(C)c(C(=O)OCC)s3)c(C)c2c1=O,2%,18%[59 µM]
CC1CCCCC1NC1=NCCCS1 (stereo not drawn),-13%,-6%
CCn1c(SCC(=O)c2c(N)n(C)c(=O)n(C)c2=O)nc2sc(C)c(C)c2c1=O,5%,u
Cc1c(/C(O)=C2\C(=O)C(=O)N(CCCN(C)C)C2c2ccncc2)cnn1-c1ccccc1 (stereo not drawn),-4%,-3%
CCOc1ccc(CN2CCN(c3cc(C)nc4c5c(C)cc(C)nc5nn34)CC2)cc1,10%,4%[12.7 µM]
C#CCOCCOCCOCCNc1nc(N2CCN(C(=O)[C@H](Cc3cc4ccccc4[nH]3)n3cc([C@@H](N)C(C)CC)nn3)CC2)nc(N2CCN(C(=O)[C@H](Cc3cc4ccccc4[nH]3)n3cc([C@@H](N)CC(C)C)nn3)CC2)n1 (stereo partly drawn),35µM*,u
Cc1nc(NC(=O)c2ccccc2)sc1-c1csc(Nc2cccc(Cl)c2)n1,u,50µM*
N#Cc1ccc2c(c1)C[C@]1(CCCCN3C(=O)c4ccccc4C3=O)Oc3cc(-c4ccccc4)oc(=O)c3[C@H]2O1,-5%[22.9 µM],3%[2.33 µM]
CCn1c(SCC(=O)Nc2ccc(-c3nc4ccc(C)cc4s3)cc2)nnc1-c1ccccc1,u,-22%
CN1C(=O)/C(=C/C=C2\SCCN2C)SC1=S,-10%,8.9µM*
O=C1N=C2N(CCN3CCCCC3)c3ccccc3N2/C1=C\c1ccc([N+](=O)[O-])o1,-2%,-12%[12.7 µM]
CCOC(=O)C(C)Sc1nc(-c2ccc(OC)cc2)nc2c1c(=O)n(C)c(=O)n2C (stereo not drawn),-2%,-3%
O=c1[nH]c(/C=C/c2ccc3c(c2)OCO3)c([N+](=O)[O-])c(=O)[nH]1,-4%,u

# Further results:
SMILES,BAZ2B inh,G9a inh
CCc1ccc(C(=O)N/N=C/c2ccc(Cl)cc2Cl)nc1,7%,37%[activator][59 µM]
O=C(CNc1ccc2c(c1)OCO2)N/N=C\c1cn(Cc2ccc(F)cc2)c2ccccc12,-12%,-22%[59 µM]
O=C(CSc1ncnc2ccccc12)Nc1ccc(N2CCOCC2)cc1,6%,4%
CCN(CC)CCCN1C(=O)C(O)=C(C(=O)c2sc(C)nc2C)C1c1ccc(C)o1 (stereo not drawn),-22%,-17%[59 µM]
COc1ccc2nc(N/C(N)=N/C(=S)Nc3ccc(C)c(C)c3)nc(C)c2c1,u,17%[59 µM]
CC1=CCC(/C=N\Nc2nnc3c(n2)[nH]c2ccccc23)CC1 (stereo not drawn),50µM*,-8%[59 µM]
CCOc1ccc(-c2nc(-c3ccccc3C)no2)cc1,27%,18%[12.7 µM]
CCCOc1ccc(C(=O)CCC(=O)OCC(=O)Nc2ccc(Oc3ccccc3)cc2)cc1,-2%,-23%
NC1=CC(=O)c2cccc3cccc1c23,u,u
COc1cc(/C=C2\C(=N)N3N=C(S(=O)(=O)CC(C)C)SC3=NC2=O)ccc1OC(=O)c1ccco1,-32%,-11%[59 µM]
O=C1CCC(C(=O)O)(c2ccccc2)C1 (stereo not drawn),7%,14%
Cc1ccc(CN2CCN(CC(=O)N3CCc4ccccc4C3)C2=O)cc1,6%,u
CC(C)C(NC(=O)C1CCCCC1)C(=O)NC1CCN(Cc2ccccc2)CC1 (stereo not drawn),-24%,-6%
CCn1c(COc2ccc(OC)cc2)nnc1SCc1nc2ccccc2c(=O)[nH]1,-3%,-2%
CCOC(=O)CN1C(=O)N[C@@H](c2ccc(Br)cc2)C(C(C)=O)=C1C,2%,13%
CCCCC[C@]12Cc3cc(OC)c(OC)cc3[C@H](O1)c1c(cc(C)oc1=O)O2,4%[22.9 µM],-4%[2.33 µM]
COC(=O)c1ccc2c(C(C)(C)O)c(C(C)(C)O)[nH]c2c1,-30%,-12%
Clc1cccc(-c2nn3c(-c4cccc(Cl)c4)nnc3s2)c1,8%,u
COCC(C)n1c(C)cc(C(=O)COC(=O)C2=NN(c3ccccc3)C(=O)CC2)c1C (stereo not drawn),-30%,3%
COC(=O)c1c(NC(=O)c2nc3ncccn3n2)sc(C(=O)N(C)C)c1C,-5%,-27%[12.7 µM]
O=C(c1ccc(Br)o1)N1CCc2ccccc21,-26%,-24%
O=C(c1cc(-c2ccccn2)nc2ccc(Br)cc12)N1CCc2ccccc2C1,-3%,5%[59 µM]
O=C(O)CS/C(=C\c1ccc(F)cc1)c1nc2ccccc2s1,-12%,-5%
Cc1c(-c2ccc(O)cc2)nc2nc(-c3ccccc3)c(-c3ccccc3)nn12,-22%,u
CC(OC(=O)c1ccc(Cl)c(S(=O)(=O)N2CCCC2)c1)C(=O)NC1CCCCC1C (stereo not drawn),8%,46%

# The results go on.
SMILES,BAZ2B inh,G9a inh
O=C(O)C1Nc2c(cccc2C(F)(F)F)C2C=CCC12 (stereo not drawn),40µM*,2.5µM*
N#Cc1ccc2c(c1)C[C@]1(CCCCN3C(=O)c4ccccc4C3=O)OC3=C(C(=O)OC4(CCCCC4)C3)C2O1,-7%[22.9 µM],19%[2.33 µM]
COC(=O)C1=C(C)OC(N)=C(C#N)C1c1cc2cccc(C)c2nc1Cl (stereo not drawn),79µM*,22µM*
CCN(CC)c1ccc(/C=C2/C(=O)N(c3ccc([N+](=O)[O-])cc3)N=C2N2CCOCC2)cc1,u,u
Cc1noc(C)c1C(=O)OCC(=O)Nc1cc(S(=O)(=O)N2CCOCC2)ccc1Cl,-9%,9%
Fc1cccc(CNc2ncnc3ccc(-c4ccoc4)cc23)c1,8%,11%[12.7 µM]
CC1=CC(=O)c2c(O)ccc(O)c2C1=O,3.5µM*,-189%[59 µM]
CCC[C@H]1COCCS(=O)(=O)N1Cc1ccc(Br)cc1,12%,6%
O=C(O)CN(CCO)CCN(CC(=O)O)CC(=O)O,11%,17%
C#CCOCCOCCOCCNc1nc(N2CCN(C(=O)[C@H](CCC(=O)O)n3cc(C(N)[C@H](C)CC)nn3)CC2)nc(N2CCN(C(=O)[C@H](Cc3cc4ccccc4[nH]3)n3cc(C(N)[C@H](C)CC)nn3)CC2)n1 (stereo partly drawn),50µM*,-8%[12.7 µM]
C=CCOC(=O)C1=C(C)Nc2[nH]c(=O)[nH]c(=O)c2C1c1cccc(OC)c1 (stereo not drawn),-2%,-11%[59 µM]
COC(=O)C/C=C/[C@@H](C)[C@@H](/C=N/OC[C@@H](C)[C@H](OCc1ccccc1)C(C)C)NS(=O)(=O)c1ccc(C)cc1,-1%,25%
CSc1ccccc1NC(=O)CN1CCN(Cc2ccccc2)CC1,-13%,8%

# Looked up one by one from above (5):
SMILES,BAZ2B inh,G9a inh
COC(=O)C/C=C/[C@@H](C)[C@@H](/C=N/OC[C@@H](C)[C@H](OCc1ccccc1)C(C)C)NS(=O)(=O)c1ccc(C)cc1,-1%,25%
Fc1cccc(CNc2ncnc3ccc(-c4ccoc4)cc23)c1,8%,11%[12.7 µM]
CCN(CC)c1ccc(/C=C2/C(=O)N(c3ccc([N+](=O)[O-])cc3)N=C2N2CCOCC2)cc1,u,u
CC1=CC(=O)c2c(O)ccc(O)c2C1=O,3.5µM*,-189%[59 µM]
N#Cc1ccc2c(c1)C[C@]1(CCCCN3C(=O)c4ccccc4C3=O)OC3=C(C(=O)OC4(CCCCC4)C3)C2O1,-7%[22.9 µM],19%[2.33 µM]

# One compound at a time, from the list above:
# CCOc1ccc(-c2nc(-c3ccccc3C)no2)cc1 reads BAZ2B inh: 27%; G9a inh: 18%[12.7 µM]
# C#CCOCCOCCOCCNc1nc(N2CCN(C(=O)[C@H]([C@@H](C)CC)n3cc(CCCN=C(N)N)nn3)CC2)nc(N2CCN(C(=O)[C@H]([C@@H](C)CC)n3cc(CCCN=C(N)N)nn3)CC2)n1 reads BAZ2B inh: u; G9a inh: 20µM*
# Cn1c(=O)[nH]c(=O)c2c1nc(NC1CCCCC1)n2CC(=O)NC1CCCCC1 reads BAZ2B inh: 2%; G9a inh: 14%[12.7 µM]
